RSV CPE inhibition – RSV antiviral activity via CPE protection, HEp-2 cells, primary 10 µM value included (AID 2391). HEp-2 cells, RSV-induced CPE inhibition; higher % means a stronger effect. hit rate 0.13% among 310,000. CPE inhibition, % at 10 µM; hits with a dose series show IC50 in µM; in the data active means a potency from the dose series; inconclusive means CPE inhibition mostly from about 23% at the one dose, without a potency; inactive means the rest, 99 in 100 with CPE inhibition below about 21%; further: strong numbers were not always called active
M1AAP inhibition – malaria alanyl aminopeptidase activity blockers – biochemical, fluorogenic H-Leu-NHMec substrate, 1536-well (AID 1445); hit rate 0.42% among 220,000; inhibition, % at 30 µM; hits with a dose series show IC50 in µM; recombinant M1AAP, H-Leu-NHMec fluorogenic kinetic assay; higher % means a stronger effect;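 active means primary inhibition above the hit cutoff, then over 50% inhibition at one or more dose response concentrations, cut at about 23% in these data, passing the limit was not always enough; inconclusive means conflicting primary data, or primary hits not chosen for dose response; inactive means low primary inhibition, or under 50% at every dose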;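 further: plate controls were DMSO full reaction for no effect and no enzyme background for full effect; strong numbers were not always called active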
K1F lysis inhibition – protection from phage-mediated lysis, alamar blue read-out – E. coli UTI89, K1F phage, bacterial capsule biogenesis inhibitors (AID 488966) | E. coli UTI89 K1F phage lysis, alamar blue, 2 h; higher % means a stronger effect | inhibition, % at 100 µM; hits with a dose series show IC50 in µM | hit rate 0.02% among 340,000;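 active means phage lysis inhibition, versus mean bacterial control, above a set limit; inconclusive means no clear call, values can overlap the other calls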;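 further: capsule biogenesis inhibitors block K1F phage lysis so surviving cells raise fluorescence; higher fluorescence means more inhibition of phage lysis; actives were called in the ten point dose series up to 300 µM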
PMI inhibitors – MPI enzyme activity inhibition – biochemical, fluorescence intensity, coupled assay, primary screen (AID 1209); purified PMI enzyme, coupled fluorescence intensity; higher % means a stronger effect; hit rate 0.42% among 190,000; inhibition, % at 20 µM; hits with a dose series show IC50 in µM;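 further: plate controls were DMSO vehicle for no effect and wells lacking substrate for full effect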
West Nile antiviral – inhibition of WNV-induced cytopathic effect – cell-based, CPE readout (AID 1621) | CPE inhibition, % at 10 µM; hits with a dose series show IC50 in µM | hit rate 0.02% among 290,000 | West Nile virus-infected cells, CPE inhibition; higher % means a stronger effect; in the data active means a potency from the dose series; inconclusive means CPE inhibition mostly from about 3.7% at the one dose, without a potency; inactive means the rest, 99 in 100 with CPE inhibition below about 2.2%; further: strong numbers were not always called active
T cell HTS – modulates CD8 T cell binding to vesicles | 2C CD8+ T cell-vesicle binding, flow cytometry; hits give low values | AID 2052 | calls only at 7 µM | hit rate 0.068% among 330,000;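 active means response, share of CD8 T cells binding vesicles, and their 90th percentile fluorescence all below set limits, cut at about 80% in these data, passing the limit was not always enough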
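Benchmarks: naked versus QL9-loaded vesicles / Assay system: purified 2C TCR transgenic mouse naive CD8+ T cells / Technique: high-throughput flow cytometry with anti-B7-1 and anti-CD8 staining / Timing: Cell–vesicle co-incubation 1.5 h at 37 °C, staining 20 min on ice / Read-out: percent CD8+ FL2 mean versus row control / Probe or stimulus: QL9-loaded Drosophila micro-vesicles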
TNAP activation fold – human TNAP enzyme activators, primary screen, biochemical, luminescent, no phosphate acceptor, uHTS (AID 1001). activation fold at 20 µM; hits with a dose series show EC50 in µM. purified TNAP, luminescent activation assay, no phosphate acceptor; higher activation fold means a stronger effect. hit rate 0.03% among 200,000; in the data active means activation fold from about 3, or a potency from the dose series; inactive means the rest, 99 in 100 with activation fold below about 1.6; further: many of its hits are not listed in these tables
PMI inhibition – human PMI inhibitors, high substrate, primary screen, biochemical, fluorescence intensity, high mannose 6-phosphate (AID 1220); recombinant PMI enzyme, coupled fluorescence intensity; higher % means a stronger effect; one-dose inhibition, % at 20 µM; IC50 in µM for titrated hits; hit rate 0.66% among 190,000
M17LAP inhibition – P. falciparum M17LAP inhibitors, primary screen, biochemical, fluorogenic H-Leu-NHMec substrate, 1536-well (AID 1619). recombinant M17LAP, H-Leu-NHMec fluorogenic kinetic assay; higher % means a stronger effect. one-dose inhibition, % at 30 µM; IC50 in µM for titrated hits. hit rate 0.38% among 220,000;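 active means compound inhibiting the enzyme by more than half at any dose during confirmatory dose-response retesting; inconclusive means strong single-dose inhibitors picked by rank but not retested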;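 further: plate controls were full reaction with DMSO carrier for no effect and no enzyme background for full effect; strong numbers were not always called active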
T cell HTS vesicle-bound % – recorded beside T cell HTS, whose call it bears; double positive events, %; measured here: CD8+ vesicle-bound cell fraction;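 binding gate set so that unloaded-vesicle control wells show 10% double positive cells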
* hit, by the source's call; i = inactive; u = inconclusive; x = not tested or not shown; [ ] = dose if it differs, or a comment. Unless noted, no stated cut-off is given here; in the data, active means inhibition above about 50%; inactive means the rest.

compound | RSV CPE inhibition | M1AAP inhibition | K1F lysis inhibition | PMI inhibitors | West Nile antiviral | T cell HTS | T cell HTS vesicle-bound % | TNAP activation fold | PMI inhibition | M17LAP inhibition
S=c1[nH]nc(-c2ccncc2)n1/N=C/c1cccc2ccccc12 | 1.6% | -2% | x | 14% | 1.5% | i | 52 | 0.9 | 6% | 3%
COc1ccc(N2CC(C(=O)OCC(=O)Nc3cccc(C)c3)CC2=O)cc1 (stereo not drawn) | 0.3% | x | 0.1% | x | -0.2% | i | 32 | x | x | x
COc1ccc(C(=O)NN=C(Cc2ccccc2)Cc2ccccc2)cc1OC | 1.2% | -3% | 0.8% | 4% | 0.4% | i | 36 | 1.1 | 8% | -4%
COc1cccc(NC(=O)C2CCCN2C(=O)OCc2ccccc2)c1 (stereo not drawn) | -0.5% | -5% | 0.0% | 10% | 0.5% | i | 48 | 1.1 | 10% | 10%
Cc1ccc(C(=O)Nc2ccccc2[N+](=O)[O-])cc1S(=O)(=O)N1CCOCC1 | 0.2% | x | -0.1% | x | 3.1% | i | 7 | x | x | x
O=C(N/C(=C/c1cccc([N+](=O)[O-])c1)C(=O)N1CCCCCC1)c1ccco1 | 1.3% | x | 2.0%[50 µM] | x | -0.9% | i | 61 | x | x | x
COc1ccc(-n2c(=S)[nH]c3cc(C(=O)NCc4cccnc4)ccc3c2=O)c(OC)c1 | -0.1% | x | 0.4% | x | 12% | i | 15 | x | x | x
CC1(C)CC(=O)c2c(O)c(-c3ccccc3)c(=O)n(-c3ccccc3)c2C1 | 2.2% | 2% | -0.2% | -6% | -0.8% | i | 15 | 1.1 | 2% | 11%
CC(NC(=O)CN(c1ccc(F)cc1)S(C)(=O)=O)c1ccccc1 (stereo not drawn) | 0.1% | x | -0.3% | x | 0.4% | i | 33 | x | x | x
CCOc1cc(/C=C2\COc3ccccc3C2=O)ccc1OCC(=O)N(C)C | 3.1% | x | -0.3% | x | u | i | 33 | x | x | x
Cc1ccc(NC(=S)NNC(=O)Cn2nc([N+](=O)[O-])cc2C)cc1 | 1.2% | 7% | 7.3% | -2% | -0.6% | i | 30 | 1.8 | 0% | 11%
CCN(CC)c1ccc(C(=S)NCc2ccccc2)cc1 | 12% | 8% | 0.0% | 35% | -0.6% | i | 54 | 1.1 | 15% | -15%
O=C(NCc1cnn(-c2ccc(F)cc2)c1)C1CCC(=O)N(C2CC2)C1 (stereo not drawn) | -0.2% | x | 0.1% | x | 0.1% | i | 65 | x | x | x
Cc1ccc(NC(=O)CSc2ncccn2)cc1F | 2.4% | 0% | 0.4% | -7% | 0.3% | i | 30 | 1.1 | -5% | 0%
CCOC(=O)c1[nH]nc(C(=O)c2ccc(Br)cc2)c1O | 3.4% | 3% | 0.1% | 10% | -0.1% | i | 20 | 0.6 | 13% | -5%
COc1nc(-c2ccc(C)cc2)ccc1-c1noc(-c2ccco2)n1 | 4.0% | 7% | -0.4% | -1% | 0.4% | i | 21 | 1.1 | 0% | 7%
CCSC1=C(C#N)C(c2ccc(Cl)cc2)C2=C(CCCC2=O)N1 (stereo not drawn) | u | 7% | 0.6% | 19% | -1.0% | i | 17 | 1.1 | 17% | -6%
CC(C)(CO)N=Cc1c(O)[nH]c2ccccc12 | 0.3% | 14% | -0.5% | -9% | 0.1% | i | 4 | 1 | 8% | 21%
Cc1ccc(-c2cc(C(=O)n3cnc4ccccc43)c3ccccc3n2)cc1C | 8.3% | 7% | -0.3% | 9% | 0.3% | i | 28 | 1 | 7% | -13%
Oc1ccc(N2CCN(Cc3ccc(OCCCN4CCCCC4)cc3)CC2)cc1 | -2.6% | 8% | 15% | 39% | 0.6% | i | 63 | 1 | 58%* | -1%
CC(=O)N(Cc1ccco1)C1(C(=O)NC2CCCC2)CCCCC1 | 0.3% | 2% | -0.3% | 12% | -0.5% | i | 22 | 1.1 | 6% | -3%
CCCCn1c(O)c(/C=C2\C=NN=C2c2ccccc2)sc1=S | 7.3% | 4% | -0.1% | 19% | 0.5% | i | 12 | 1.4 | 10% | 0%
COc1ccc(CCN(Cc2cc3ccc(C)cc3n3nnnc23)C(C)=O)cc1OC | -0.1% | 2% | -0.2% | 11% | -1.2% | i | 21 | 1 | 9% | 4%
COc1ccc(C(=O)Nc2sc3c(c2C#N)CCN(C(C)=O)C3)cc1 | -0.7% | 2% | 0.6% | 6% | -0.4% | i | 53 | 1.1 | 38% | 24%
Cc1cccc(C(C)(C)C)c1OCCn1ccnc1 | -0.5% | 3% | 0.7% | 11% | -1.5% | i | 8 | 1.2 | 4% | 14%
Cc1ccc(-n2c(-c3ccncc3)n[nH]c2=S)cc1 | 1.2% | -5% | -0.1% | -8% | 1.8% | i | 37 | 1.1 | -4% | -13%
O=C1C2C(c3ccccc3)C=CC(c3ccccc3)C2C(=O)N1c1cccnc1 (stereo not drawn) | 0.7% | 2% | 2.3% | 22% | 1.2% | i | 3 | 1.1 | 10% | -10%
COCCN(C(=O)CSCc1ccccc1)c1c(N)n(Cc2ccccc2)c(=O)[nH]c1=O | 0.5% | x | 0.3%[50 µM] | x | 0.8% | i | 10 | x | x | x
Cc1ncc([N+](=O)[O-])n1Cc1ccc(Br)cc1 | 4.6% | 1% | 0.1% | 3% | -1.8% | i | 57 | 1 | 3% | -5%
CCn1c(COc2cccc(OC)c2)nnc1SCC(=O)Nc1cc(OC)ccc1OC | 20% | 4% | 0.7% | 13% | -0.7% | i | 49 | 1.1 | 11% | 1%
CCn1c(=O)c(CCC(=O)NCC2CCCO2)c(C)c2c(C)nn(-c3ccc(C)cc3)c21 (stereo not drawn) | 4.9% | x | 0.4% | x | 0.7% | i | 25 | x | x | x
CCOc1ccc(-c2nnc(NC3=NCCCCC3)o2)cc1 | 12% | -5% | 1.7% | 0% | 0.3% | i | 21 | 1.1 | 1% | 0%
Cc1cc(NC(=O)COC(=O)C2CC(=O)N(c3cccc(C)c3C)C2)no1 (stereo not drawn) | -0.2% | x | 0.3% | x | 0.2% | i | 18 | x | x | x
COc1ccccc1NC(=O)N1CCCC1C(=O)NCCc1ccccc1 (stereo not drawn) | 0.5% | x | -1.2% | x | -0.3% | i | 44 | x | x | x
COCCn1c(=N)c(S(=O)(=O)c2ccc(F)cc2)cc2c(=O)n3cccc(C)c3nc21 | 3.7% | x | 0.0% | x | 0.0% | i | 26 | x | x | x
O=S(=O)(Nc1ccc(Cl)cc1)c1cccc2nsnc12 | 1.5% | x | -0.1% | x | -1.5% | i | 19 | x | x | x
COC(=O)CC1(c2ccc(OC)cc2)C(=O)c2ccccc2C1=O | 3.7% | 3% | -1.5% | x | 0.0% | i | 24 | x | x | -2%
Cc1ccc(C2C(C(=O)c3sc(C)nc3C)=C(O)C(=O)N2CCN2CCOCC2)o1 (stereo not drawn) | 1.7% | 0% | 1.4% | 4% | 0.0% | i | 19 | 1.1 | 22% | 14%
CN1CCN(C(=O)/C(=C\c2cccs2)NC(=O)c2ccccc2)CC1 | 0.3% | x | 0.2% | x | -0.5% | i | 22 | x | x | x
O=C(CN1C(=O)CSCC1=O)NCc1ccc(F)cc1 | 1.3% | -3% | 1.8% | 11% | 0.0% | i | 56 | 1.1 | 3% | 19%
CCOC(=O)Nc1ccc(=O)n(Cc2c(Cl)cccc2Cl)c1 | 2.1% | 9% | -0.7% | 2% | -0.3% | i | 36 | 1 | 46% | -8%
COc1ccc(N2CCN(C(=O)C3CCCN(c4ncnc5c4nc4n5CCCCC4)C3)CC2)cc1 (stereo not drawn) | 8.3% | x | -0.3% | x | 1.5% | i | 47 | x | x | x
Cc1c(N=C2NC(=O)/C(=C/c3cccc([N+](=O)[O-])c3)S2)c(=O)n(-c2ccccc2)n1C | 1.1% | 0% | x | 13% | 0.5% | i | 14 | 1 | 8% | -10%
COc1cc(NS(=O)(=O)c2ccc(NC(=S)NC(=O)c3ccco3)cc2)ncn1 | 0.1% | 5% | x | 5% | 0.8% | i | 18 | 1.1 | -2% | 31%
O=C(COc1ccccc1)N1CCCCCCC1 | 1.1% | x | -0.3% | x | 0.1% | i | 51 | x | x | x
CCOC(=O)CSCc1c(C#N)c2ccccc2n1C | 5.3% | 10% | 0.5% | -7% | -0.4% | i | 16 | 1.1 | 4% | 9%
CC1Oc2ccccc2N(CC(=O)Nc2ccc3c(c2)OCO3)C1=O (stereo not drawn) | -0.2% | 5% | -4.2% | 3% | 0.2% | i | 47 | 1.1 | 13% | -8%
COc1ccc(CCNC(=O)COC(=O)Cc2cccc3ccccc23)cc1 | 1.2% | -4% | 0.0% | -2% | 0.0% | i | 7 | 1.1 | -3% | -17%
O=S1(=O)CCN(OCc2ccc(Cl)cc2)CC1 | 2.0% | 2% | -0.3% | 3% | 1.0% | i | 31 | 1 | -1% | 8%
Cc1cc(-c2ccc(C)c(S(=O)(=O)N3CCN(c4ccc([N+](=O)[O-])cc4)CC3)c2)on1 | 2.9% | x | 0.1% | x | 1.1% | i | 26 | x | x | x
CC(NC(=O)C(=O)N/N=C\c1cccc([N+](=O)[O-])c1)c1ccccc1 (stereo not drawn) | -0.9% | -12% | 1.0% | 10% | 0.1% | i | 52 | 1.1 | 1% | -4%
O=S(=O)(NCc1ccc(F)cc1)c1ccc(-n2cnnn2)cc1 | 1.6% | x | 0.2% | x | -0.3% | i | 2 | x | x | x
CCN(CC)C(=O)n1nc(C)c(CN2C(=O)c3ccccc3C2=O)c1C | 0.9% | x | 0.2% | x | 0.5% | i | 40 | x | x | x
COc1ccc(S(=O)(=O)N=Nc2c(O)[nH]c3ccccc23)cc1 | 0.6% | -1% | 1.6% | -94% | x | i | 42 | 1 | -147% | 2%
CN(C)/C=C1\N=C(c2cccnc2Oc2ccc(Cl)cc2)OC1=O | 3.0% | 4% | 0.3% | x | 1.4% | i | 46 | x | x | 3%
COc1cccc(CNC(=O)c2csc3c2CCCC3)c1 | 1.2% | x | 2.2%[50 µM] | x | -0.9% | i | 26 | x | x | x

Screening data from PubChem.

The order is random (roughly 1.5% active in at least one column).
